# TrxR1 substrate: substrates of rat thioredoxin reductase 1; purified TrxR1 substrate turnover, NADPH consumption readout; Potency, µM (top dose mostly 114 µM), without a hit: top-dose activity change, negative = substrate turnover; hit rate 0.01% among 390,000; further: on the % scale 0 is the no-effect control and ±100 the full control effect; nearly all actives have a fitted effect of over 50% in size
# Target sequence (O89049 whole entry, looked up): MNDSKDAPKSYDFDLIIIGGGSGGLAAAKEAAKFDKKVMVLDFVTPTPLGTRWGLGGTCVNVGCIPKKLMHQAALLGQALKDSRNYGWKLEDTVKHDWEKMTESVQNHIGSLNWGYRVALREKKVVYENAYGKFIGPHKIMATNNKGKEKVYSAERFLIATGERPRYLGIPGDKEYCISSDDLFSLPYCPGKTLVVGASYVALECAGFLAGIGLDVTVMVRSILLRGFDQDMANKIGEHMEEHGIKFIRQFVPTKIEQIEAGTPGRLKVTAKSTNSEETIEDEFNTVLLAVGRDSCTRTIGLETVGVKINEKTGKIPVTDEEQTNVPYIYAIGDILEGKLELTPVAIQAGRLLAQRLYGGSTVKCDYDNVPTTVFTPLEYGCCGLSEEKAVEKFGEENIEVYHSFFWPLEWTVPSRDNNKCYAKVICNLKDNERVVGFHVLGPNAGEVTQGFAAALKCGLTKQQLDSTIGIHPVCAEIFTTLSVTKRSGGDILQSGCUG
#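 Rat TrxR1, dispensed at 90 nM, was prereduced with 400 uM NADPH (final) for 5 min at ~22 deg C, then incubated with compound 15 min before 400 uM selenite. A first-read NADPH fluorescence drop versus no-compound background flagged substrates.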
# Vif-A3G inh: inhibitors of Vif-APOBEC3G interaction | Q9HC16 | HeLa A3G-eYFP + Vif (tagged APOBEC3G with the HIV-1 protein that degrades it), YFP fluorescence, overnight | Potency, µM (series often up to 46.1 µM), for the others: at the top dose activity, negative = active, actives largely listed as inhibitors | hit rate 0.076% among 410,000;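 further: on the % scale 0 is the no-effect control and ±100 the full control effect; nearly all actives have a fitted effect of over 60% in size; hits raise eYFP signal because A3G escapes Vif-driven loss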
# Target sequence (Q9HC16 whole entry, looked up): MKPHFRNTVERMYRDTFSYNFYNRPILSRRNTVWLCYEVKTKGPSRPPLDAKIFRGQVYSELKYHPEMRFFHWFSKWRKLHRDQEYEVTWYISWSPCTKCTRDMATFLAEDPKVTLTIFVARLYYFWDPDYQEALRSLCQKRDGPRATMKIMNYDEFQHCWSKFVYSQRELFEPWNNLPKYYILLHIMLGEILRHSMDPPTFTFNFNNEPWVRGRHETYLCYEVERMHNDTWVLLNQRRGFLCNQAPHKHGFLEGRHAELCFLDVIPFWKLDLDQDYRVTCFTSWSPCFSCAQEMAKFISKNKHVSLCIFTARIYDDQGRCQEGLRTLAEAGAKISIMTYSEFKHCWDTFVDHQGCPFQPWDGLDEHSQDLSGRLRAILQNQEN
#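 HeLa cells stably expressing Vif and C-terminally eYFP-tagged A3G, seeded overnight at 37 deg C, then exposed to compound by pintool overnight at 37 deg C. Rise in yellow fluorescence (Ex 488/Em 500-530, Acumen) marks blocked Vif-driven A3G degradation.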
# RXFP1 ag: agonists of human relaxin receptor RXFP1 | HEK293T-RXFP1 cAMP TR-FRET, 30 min; response scale: percent of porcine relaxin response, buffer zero | Potency, µM (highest dose often 57.5 µM), inactives show at the top dose activation, actives largely listed as activators | hit rate 0.3% among 370,000 | AID 2676; further: on the % scale 0 is the no-effect control and ±100 the full control effect; nearly all actives have a fitted effect of over 60% in size; many of its hits are not listed in these tables
#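 HEK293 cells stably expressing RXFP1, treated 30 min at 37C with compounds plus PDE4 inhibitor Ro 20174; cAMP measured by HTRF TR-FRET. Normalized to buffer and 29 nM porcine relaxin; EC50 by Hill fit.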
# Vif-APOBEC3F blk: Vif-A3F binding inhibition | HeLa A3F-eYFP + Vif (tagged APOBEC3F with the HIV-1 protein that degrades it), YFP fluorescence increase | hit rate 0.2% among 390,000 | Potency, µM (titrated, usually from 46.1 µM), without a hit: top-dose activity, negative = active | AID 602313; further: % of control where 0% means no effect; nearly all actives have a fitted effect of over 65% in size
#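 Fluorescence increase (Ex 488/Em 500-530) after overnight compound treatment at 37 deg C flags inhibition of Vif-driven A3F-eYFP loss in stable HeLa A3F-eYFP/Vif cells seeded overnight beforehand.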
# RGS4 inhibitor: inhibitors of human regulator of G protein signaling 4. Transcreener GDP fluorescence polarization, RGS4-accelerated GTP hydrolysis. Potency, µM (top dose mostly 114 µM), for the others: at the top dose activity change, negative = inhibition, hits mostly inhibitors. hit rate 0.039% among 390,000. AID 504845; further: on the % scale 0 is the no-effect control and ±100 the full control effect; nearly all actives have a fitted effect of over 75% in size; some results filed as inactive show a strong effect at the top dose
# Target sequence (P49798 whole entry, looked up): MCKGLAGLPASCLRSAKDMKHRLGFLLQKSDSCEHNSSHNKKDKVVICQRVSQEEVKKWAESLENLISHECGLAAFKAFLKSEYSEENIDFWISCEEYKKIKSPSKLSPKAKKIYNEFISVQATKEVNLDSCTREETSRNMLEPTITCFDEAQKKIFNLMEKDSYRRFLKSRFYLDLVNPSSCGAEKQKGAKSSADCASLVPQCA
#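 MLSMR compounds (23 nl, pin-transferred) preincubated 10 min at room temperature with a 500nM (2x) first reagent, then RGS4 at 900nM (2x) plus Transcreener GDP mix added; fluorescence polarization (620/688 nm) read before and after 90 min at 30 °C.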
# rTrxR1 inhibitor: rat TrxR1 inhibition. Potency, µM (doses to about 114 µM), for the others: at the top dose activity change, negative = inhibition, usual class: inhibitors. hit rate 1% among 390,000. AID 588453. recombinant rTrxR1, NADPH fluorescence consumption, selenite substrate; further: on the % scale 0 is the no-effect control and ±100 the full control effect; nearly all actives have a fitted effect of over 65% in size
#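 Rat TrxR1 (90 nM in the dispensed reagent) was pre-reduced with 400 uM NADPH for 5 min at room temperature, then incubated with compound for 15 min. After 400 uM selenite was added, NADPH fluorescence (Ex 340/Em 450 nm) was followed for 8 min.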
# 12-LOX inh: ALOX12 (human) lipoxygenase inhibition. P18054. purified 12hLO, xylenol orange hydroperoxide absorbance. Potency, µM (series often up to 108 µM), without a hit: at the top dose activity change, negative = inhibition, most hits filed as inhibitors. hit rate 1.1% among 580,000. AID 1671190; further: on the % scale 0 is the no-effect control and ±100 the full control effect
#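 Hydroperoxide product was detected by ferrous iron/xylenol orange as the 573 to 405 nm absorbance ratio. Arachidonic acid at 40 uM (final) was turned over for 30 min at room temperature by 150 nM human 12hLO, pH 7.0 Hepes buffer, after 15 min compound preincubation.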
# USP1 inh: inhibitors of human USP1/UAF1 deubiquitinase. Potency, µM (titrated, usually from 57.1 µM), for inactives: top-dose activity change, negative = inhibition, hits mostly inhibitors. hit rate 0.23% among 390,000. O94782. recombinant USP1/UAF1, Ub-Rhodamine cleavage fluorescence; further: on the % scale 0 is the no-effect control and ±100 the full control effect; nearly all actives have a fitted effect of over 60% in size; inactives centre near -12
#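 In this screen, compounds sit with the deubiquitinase complex (1nM) for 15 min at room temperature before Ub-Rho is added at 150nM final. Fluorescence rise is then followed for 6 reads every 60 seconds.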
# IDH1 R132H inh: inhibitors of human mutant IDH1 R132H; O75874; AID 602179; hit rate 0.093% among 390,000; Potency, µM (doses to about 76.6 µM), for the others: at the highest dose activity change, negative = inhibition, most hits filed as inhibitors; IDH1-R132H enzyme, NADPH consumption, diaphorase/resazurin fluorescence; further: on the % scale 0 is the no-effect control and ±100 the full control effect; nearly all actives have a fitted effect of over 65% in size
#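 IDH1-R132H (0.5 ug/mL dispensed) in pH 7.5 Tris buffer was preincubated 30 min with compound, then given a substrate mix of 0.016 mM NADPH and 2 mM alpha-KG for 80 min at room temperature; remaining NADPH was read by diaphorase/resazurin fluorescence.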
# * marks the source's active call; other numbers are inactive results; ? = inconclusive; nt = not tested or not shown; [ ] = another dose, or the depositor's remark. The call rests on the fitted dose curve; in most records, active means well fitted curve in the direction sought with a large enough effect; inconclusive means small, poorly fitted or top-dose-only effect, or another doubt; inactive means no such curve, though single readings can be large; an effect the other way counts as inactive or inconclusive. Potency means the concentration at half of the fitted maximal effect. Not all compounds are listed (hit frequency here may not be typical).
mol | TrxR1 substrate | Vif-A3G inh | RXFP1 ag | Vif-APOBEC3F blk | RGS4 inhibitor | rTrxR1 inhibitor | 12-LOX inh | USP1 inh | IDH1 R132H inh
OC(CCN1CCOCC1)(c1ccc(Cl)cc1)C1CCCCC1 (stereo not drawn) | 11%[57.1 µM] | -5% | 0.5% | -9% | -35% | ? | ? | -21% | 1%
O=C(CCN1C(=O)c2ccccc2C1=O)Nc1ccc(-c2cn3ccsc3n2)cc1 | -9% | -6% | -1.0% | 5% | -5%[11.4 µM] | 21%[57.1 µM] | 4% | -11% | 3%
CCN1C(=O)[C@H]2[C@H]3CN=C(SCc4ccccc4)N3[C@@](Cc3ccccc3)(C(=O)OC)[C@H]2C1=O | -1% | 4% | nt | 6% | -3% | 28% | ? | -14% | 7%
CCC(=O)N1CCN(c2ccnc3cc(Cl)ccc23)CC1 | 3% | -6% | 1.2% | -4% | -2% | 19% | 0% | -27% | 1%
COc1ccc(-c2nc(CCNC(=O)c3cc(OC)c(OC)c(OC)c3)cs2)cc1 | 6%[57.1 µM] | -3% | 8.2% | -1% | -10% | 17%[57.1 µM] | 2% | -14% | 0%
O=C(CNc1ccccc1)N/N=C/c1ccc2c(c1)OCCO2 | -12% | 1% | -0.7% | ? | 7% | -9% | 10% | -2% | 3%
Cc1cc(C)n(-c2nc3ccccc3nc2Nc2cccc(C(=O)NCCc3ccccc3)c2)n1 | 31%[activator] | -2% | -0.3% | 3% | 1% | 21% | -12% | -22% | 16%
Cc1nn(-c2ccccc2Cl)c(Cl)c1/C=C(\C#N)C(N)=O | -3% | -6% | 0.7% | -2% | -27% | -16% | -7% | -2% | 0%
COc1ccc(NC(=O)Nc2cn(CC(C)C)c(=O)c3ccccc23)c(OC)c1 | -1% | -1% | -3.2% | -2% | -17% | 9% | -13% | ? | -7%
O=C(COC(=O)CNC(=O)c1ccc(Cl)cc1)Nc1cccc(S(=O)(=O)N2CCCC2)c1 | 3% | 1% | 6.1% | 4% | -19% | 17% | -7% | -20% | -3%
Cc1ccc2c(Cl)c(C(=O)N/N=C/c3cccn3C)sc2c1 | 0% | -9% | 0.6% | -2% | -3% | 11% | 8% | -2% | 1%
COC(=O)C1=C(C)N(c2cc(C)cc(C)c2)/C(=C/c2ccc(O)cc2)C1=O | -2% | ? | -1.0% | -1% | -20% | -6% | ? | ? | -4%
COc1ccc(C(=O)CC(C#N)c2ccc3c(c2)OCO3)cc1OC (stereo not drawn) | nt | 5% | nt | 6% | nt | nt | ? | -9% | 0%
COC(=O)c1ccc(NC(=O)C(=O)N2CCN(C(=S)Nc3cccc(OC)c3)CC2)cc1 | -7% | -3% | 0.0% | -4% | -23% | -15% | -4% | -17% | 1%
COC(C[C@H]1O[C@@H]1C(=O)COCc1ccccc1)OC | 10%[57.1 µM] | 3% | nt | -5% | -18% | -2%[57.1 µM] | -1% | -20% | -4%
C(=N\n1cncn1)/c1ccc(N2CCOCC2)cc1 | -2%[57.1 µM] | -5% | 0.2% | 0% | 9% | -26%[57.1 µM] | 2% | 2% | -4%
CCN(CCn1cccn1)C(=O)c1cc(COc2ccccc2SC)on1 | 8% | -3% | -0.6% | -4% | 7% | 7% | -11% | -9% | 3%
CCCCn1nc2cc(C(=O)NCC3CC3)ccc2c1OCC | 102%[activator] | 4% | 4.3% | 2% | -20% | 6% | ? | -15% | 13%
COC(=O)c1scc(-c2ccc(C)cc2)c1S(=O)(=O)Nc1cc(Cl)c(OC)cc1OC | -1%[57.1 µM] | 2% | -0.9% | 3% | -16% | 25%[57.1 µM] | -18% | ? | 14%
Cc1sc(NC(=O)c2ccccc2)c(C(=O)c2ccccc2)c1C | -15% | -5% | 0.3% | -7% | ? | -28% | ? | -15% | 4%
Nc1c(Cl)cc(C(=O)NC2CC2)cc1Cl | -5% | 2% | nt | -10% | 24% | 0% | -1% | -5% | -3%
COc1ccc(COC(=O)c2cccc(S(=O)(=O)N3CCN(C(C)=O)CC3)c2)cc1 | -1% | 1% | 2.2% | -3% | 1% | 7% | 1% | -9% | -2%
CC1(C)CC(=O)C=C(c2ccc(COC(=O)C3CC3)cc2)C1=O | nt | 0% | nt | 0% | nt | nt | -21% | -21% | -1%
COc1ccc(/C=C(\C#N)C(=O)Nc2ccccn2)cc1 | 4%[57.1 µM] | 0% | 5.0% | -6% | -3% | 4%[57.1 µM] | 0% | -11% | 3%
O=C(Cc1cccs1)NCc1cccs1 | 2% | -4% | 2.5% | -6% | -4% | 3% | -27% | -8% | 3%
CCOC(=O)c1cccc(NC(=O)CSc2nc3cccnc3n2C)c1 | 2% | 0% | 1.3% | 9% | -33% | 5% | 0%[57.4 µM] | -5% | 1%
CCN1c2ccccc2-c2nc3ccccc3n2C1c1cccs1 (stereo not drawn) | 403%[activator] | -2% | 0.2% | -1% | 21% | 53%[activator] | 1% | -23% | 2%
CN(C)CC1CCCCC1OC(=O)c1ccc(Cl)cc1Cl (stereo not drawn) | 7% | 3% | 1.2% | -9% | 5% | 10% | -14% | -5% | 0%
COc1ccccc1NS(=O)(=O)c1ccc2c(c1)CCN2C(=O)CCC(=O)O | -5% | -4% | 7.9% | -6% | 0% | 1% | 0% | -11% | -20%
CC(=O)c1cccc(NC(=O)C(NC(C)C)c2ccccc2)c1 (stereo not drawn) | 12%[57.1 µM] | -3% | -0.5% | -4% | 26% | 11%[57.1 µM] | 4% | -14% | 7%
O=C(CC(Sc1ccc(Br)cc1)C(=O)O)c1ccc(F)cc1 (stereo not drawn) | 2% | ? | 0.7% | -23% | -53% | 28µM* | 15% | 0% | -1%
CCOC(=O)C1CCN(S(=O)(=O)c2cccc(-c3cn4cc(C)ccc4n3)c2)CC1 | 19% | 3% | 3.8% | 4% | -19% | 17% | 0% | -20% | 4%
CCN(CC)c1ccc(C=Nc2cc(C)cc(C)c2)c(O)c1 | -16% | 1% | 0.3% | 7% | -12% | -8% | ? | -7% | -5%
CN(C)C(=S)Nc1cccc(C(F)(F)F)c1 | 6% | 1% | 0.1% | 2% | 21% | 32% | -3% | -2% | 6%
CCOCCCNc1nc2c(c(=O)n(C)c(=O)n2C)n1CCCc1ccccc1 | 4% | -12% | 3.4% | 2% | 13% | 5% | -23% | -6% | 9%
Cc1cccc(N2CCN(S(=O)(=O)c3ccc(F)c(C(=O)Nc4cccc(Cl)c4C)c3)CC2C)c1 (stereo not drawn) | 1%[57.1 µM] | 5% | 1.3% | -2% | -9% | ? | -2% | -14% | 7%
O=C(CC1(CC(=O)N2CCOCC2)CCCC1)Nc1ccc(F)cc1 | 4% | -1% | nt | 6% | -4% | 19% | -2% | ? | -9%
CN(C(=O)c1ccc2c(c1)N(Cc1ccccc1F)C(=O)c1ccccc1S2(=O)=O)C1CCCCC1 | 2% | 0% | -1.2% | 6% | -11% | 37% | -22% | -30% | 14%
CCN1C(=O)C2(c3ccccc31)c1c(oc3ccc(C)cc3c1=O)C(=O)N2CCCOC(C)C (stereo not drawn) | -3% | 5% | 2.5% | 1% | 11% | 7% | -19% | -22% | 3%
COC(=O)c1cc2sccc2n1CC(=O)Nc1cc(OC)cc(OC)c1 | 6% | -7% | 0.8% | -2% | 18% | 18% | 12% | 6% | -3%
Cc1cc(F)ccc1S(=O)(=O)N1CCCOC1CNC(=O)C(=O)NCCCN1CCOCC1 (stereo not drawn) | -2% | 2% | -0.1% | -3% | -10% | 0% | 0% | -22% | 6%
Cc1c(C(=O)N2CCCC2)oc2c1-c1[nH]ncc1CC2 | -1%[57.1 µM] | -4% | 1.0% | 2% | 9% | 1%[57.1 µM] | ? | -15% | -6%
CNC(=O)COc1ccccc1C(=O)Nc1ccc2c(c1)oc1ccccc12 | 118%[activator] | -10% | 9.4% | -3% | 40% | 44%[activator] | 0% | -16% | 13%

# 7 neighbouring compounds from above:
mol | TrxR1 substrate | Vif-A3G inh | RXFP1 ag | Vif-APOBEC3F blk | RGS4 inhibitor | rTrxR1 inhibitor | 12-LOX inh | USP1 inh | IDH1 R132H inh
O=C(CC1(CC(=O)N2CCOCC2)CCCC1)Nc1ccc(F)cc1 | 4% | -1% | nt | 6% | -4% | 19% | -2% | ? | -9%
CN(C(=O)c1ccc2c(c1)N(Cc1ccccc1F)C(=O)c1ccccc1S2(=O)=O)C1CCCCC1 | 2% | 0% | -1.2% | 6% | -11% | 37% | -22% | -30% | 14%
CCN1C(=O)C2(c3ccccc31)c1c(oc3ccc(C)cc3c1=O)C(=O)N2CCCOC(C)C (stereo not drawn) | -3% | 5% | 2.5% | 1% | 11% | 7% | -19% | -22% | 3%
COC(=O)c1cc2sccc2n1CC(=O)Nc1cc(OC)cc(OC)c1 | 6% | -7% | 0.8% | -2% | 18% | 18% | 12% | 6% | -3%
Cc1cc(F)ccc1S(=O)(=O)N1CCCOC1CNC(=O)C(=O)NCCCN1CCOCC1 (stereo not drawn) | -2% | 2% | -0.1% | -3% | -10% | 0% | 0% | -22% | 6%
Cc1c(C(=O)N2CCCC2)oc2c1-c1[nH]ncc1CC2 | -1%[57.1 µM] | -4% | 1.0% | 2% | 9% | 1%[57.1 µM] | ? | -15% | -6%
CNC(=O)COc1ccccc1C(=O)Nc1ccc2c(c1)oc1ccccc12 | 118%[activator] | -10% | 9.4% | -3% | 40% | 44%[activator] | 0% | -16% | 13%
